Source: PubChem
KCNQ1 inh: inhibitors of human KCNQ1 potassium channel. P51787. CHO-K1 KCNQ1, FluxOR thallium flux fluorescence; stronger effect = higher value. B-score at 10 µM. 310,000 tested, 1.3% active. AID 2642;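 active means compounds whose thallium flux B-score, printed positive for inhibition, exceeds three library SD while starting fluorescence stays within three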;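 further: channel opened by potassium depolarization with thallium stimulus after 20 min compound exposure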
KCNQ1 pot: potentiators or activators of human KCNQ1 potassium channel; AID 2648; B-score at 10 µM; 310,000 tested, 0.35% active; CHO-K1 KCNQ1, thallium flux FluxOR fluorescence; stronger effect = higher value; P51787;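 active means fluorescence ratio B-score, a plate-corrected score, at least three library SD, with initial intensity B-score within 5 SD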
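Assay system: stable KCNQ1 CHO-K1 line; medium: assay buffer, equal DMSO in all wells; timing: 90 min dye loading and 20 min compound exposure, both at room temperature; technique: kinetic FluxOR thallium fluorescence, 10-s 1-Hz baseline, 110-s post-stimulus read; read-out basis: B score of baseline-normalized fluorescence ratio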
HDAC3 inhib: blocks human histone deacetylase 3; O15379; recombinant HDAC3, fluorogenic peptide/trypsin coupled, fluorescence; inhibition, % at 8.3 µM; 320,000 tested, 0.15% active; in the data active means inhibition above about 26%, passing the limit was not always enough; inconclusive means no clear call, values can overlap the other calls
ANO1 block: mouse TMEM16A channel inhibition, primary screen; Q8BHY3; HEK293 TMEM16A/YFP iodide influx fluorescence, ionomycin; normalized B-score (activity score, 25-100; higher = stronger inhibition) at 10 µM; 310,000 tested, 1.2% active; AID 588511;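 active means ratio plate-corrected score three or more library SD toward inhibition, starting fluorescence score within five deviations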;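 further: score derived from kinetic fluorescence span divided by baseline fluorescence per well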
KCNK3 block: human KCNK3 channel inhibition, primary screen. 340,000 tested, 0.84% active. O14649. CHO-KCNK3 thallium flux, FluxOR fluorescence; stronger effect = lower value. B-score at 10 µM;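 active means B-score under library mean minus 4 SD, starting fluorescence ratio at most library mean plus 5 SD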;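 further: more negative B-score means stronger inhibition of thallium flux through KCNK3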
Target sequence (O14649 whole entry, looked up): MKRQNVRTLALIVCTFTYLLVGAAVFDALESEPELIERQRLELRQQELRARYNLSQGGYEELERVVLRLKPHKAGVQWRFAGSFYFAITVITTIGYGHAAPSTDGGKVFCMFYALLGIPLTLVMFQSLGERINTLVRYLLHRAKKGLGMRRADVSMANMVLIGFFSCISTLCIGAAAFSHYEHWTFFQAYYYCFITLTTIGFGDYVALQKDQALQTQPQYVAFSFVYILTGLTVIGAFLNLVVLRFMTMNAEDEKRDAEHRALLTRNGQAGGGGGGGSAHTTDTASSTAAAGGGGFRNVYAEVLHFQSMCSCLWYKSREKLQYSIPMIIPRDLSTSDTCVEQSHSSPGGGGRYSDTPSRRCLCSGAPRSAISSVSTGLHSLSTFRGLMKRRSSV
hERG protect: compounds protecting human hERG from proarrhythmic drug block. Q12809. CHO-hERG, FluxOR thallium flux, dofetilide IC70 present. activation (rescue from dofetilide block), less the hit threshold, % at 10 µM. 310,000 tested, 0.51% active. AID 1511;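 active means activation above the mean of controls blocked by dofetilide plus 5 SD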;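 further: thallium influx through hERG after potassium depolarization seen as dye fluorescence rise; in these data hits start at about 4.7%; inactives centre near -7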
TMEM16A act: activators or potentiators of mouse TMEM16A chloride channel; 340,000 tested, 0.3% active; AID 623877; HEK293 TMEM16A/YFP-H148Q/I152L, iodide quench fluorescence; stronger effect = lower value; B-score at 10 µM;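 active means fluorescence-ratio B-score plate-corrected deviation score at least 3 library SD below zero, with starting fluorescence score within 5 deviations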;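 further: channel opened by trigger with iodide after compound preincubation; score built on the fluorescence ratio of max minus min over baseline; more negative score means more quench and so TMEM16A activation or potentiation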
KCNK9 inh: human KCNK9 channel inhibition; HEK293 KCNK9, FluxOR thallium flux fluorescence; stronger effect = lower value; B-score at 10 µM; 310,000 tested, 1.2% active; Q9NPC2;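 active means ratio B-score over 3 SD below the library mean, with starting fluorescence within 5 SD of its mean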;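 further: negative B-score means less thallium flux so channel inhibition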
Target sequence (Q9NPC2 whole entry, looked up): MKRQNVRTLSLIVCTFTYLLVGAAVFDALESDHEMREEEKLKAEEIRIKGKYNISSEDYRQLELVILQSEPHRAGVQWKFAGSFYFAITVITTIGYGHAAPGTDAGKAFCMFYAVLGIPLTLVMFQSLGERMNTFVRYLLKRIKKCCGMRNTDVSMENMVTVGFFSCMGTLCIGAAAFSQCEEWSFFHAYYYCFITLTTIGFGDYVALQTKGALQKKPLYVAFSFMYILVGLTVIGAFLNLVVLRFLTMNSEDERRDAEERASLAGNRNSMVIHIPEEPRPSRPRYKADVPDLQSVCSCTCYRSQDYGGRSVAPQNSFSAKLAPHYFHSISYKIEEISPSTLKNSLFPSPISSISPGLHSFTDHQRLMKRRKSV
RGS4 pot: potentiators or activators of RGS4. HEK293 M3R/inducible RGS4, carbachol calcium flux Fluo4; stronger effect = lower value. B-score at 10 µM. 310,000 tested, 0.92% active;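 active means B-score of the integrated calcium signal more than 4 SD below the library mean, with starting fluorescence not abnormally high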;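 further: negative B-score means reduced calcium response which marks RGS4 activation or potentiation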
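System: HEK293 FlpIn-TREx cells, stable M3R, doxycycline-inducible RGS4. Timing: overnight RGS4 induction, 30 min dye load 37 °C, 20 min compound RT. Also added: carbachol, ECmax concentration. Measured by: Fluo4 fluorescence kinetic imaging of calcium. Evaluation: integrated calcium ratio converted to B score.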
RGS4 block: human RGS4 inhibition. HEK293 M3R/RGS4 inducible, Fluo-4 calcium flux; stronger effect = higher value; triggered by carbachol at its EC20. B-score at 10 µM. 310,000 tested, 0.45% active;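 active means B-score, a plate-corrected calcium signal, over three deviations above library mean, with baseline fluorescence within five deviations of library mean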;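 further: RGS4 expression induced by doxycycline in cells with stable M3 receptor; B-score is computed from the integrated fluorescence ratio over baseline after carbachol; higher B-score means a larger calcium signal and so more RGS4 inhibition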
Target sequence (P49798 whole entry, looked up): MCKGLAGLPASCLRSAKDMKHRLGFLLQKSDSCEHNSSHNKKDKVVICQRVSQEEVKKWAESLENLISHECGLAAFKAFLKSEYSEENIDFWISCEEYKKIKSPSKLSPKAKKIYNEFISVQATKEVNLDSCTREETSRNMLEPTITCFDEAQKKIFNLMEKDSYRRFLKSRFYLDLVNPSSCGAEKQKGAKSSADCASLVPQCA
SKKanGAS inh: SKKanGAS growth inhibition. S. pyogenes SKKanGAS, kanamycin growth, BacTiter-Glo, 6 h. inhibition, % at 7.5 µM. 300,000 tested, 1.3% active. AID 1662;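 active means mean replicate score, as percent of positive control median, at least 50; inconclusive means mean below 50 but one replicate at or above 50; inactive means mean and every replicate below 50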;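 further: strain carries kanamycin resistance gene driven by streptokinase promoter and grows in 40 µg/ml kanamycin; loss of luminescence reflects streptokinase promoter inhibition or plain growth inhibition; 0% = median of DMSO wells and 100% = positive control at its reference dose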
An asterisk follows results filed as active; i = inactive; u = inconclusive; x = not tested or not shown.

canonical_smiles,ANO1 block,KCNK9 inh,HDAC3 inhib,TMEM16A act,hERG protect,KCNK3 block,KCNQ1 inh,RGS4 pot,RGS4 block,SKKanGAS inh,KCNQ1 pot
COc1cc(OC)cc(C(=O)N2CCN(C(=O)c3ccc(OC)c(OC)c3)CC2)c1,i,i,1,i,0,i,i,i,i,0,i
CCN(CC(=O)Nc1ccc([N+](=O)[O-])cc1OC)c1ccccc1,i,i,14,i,-8,i,i,i,i,2,i
COc1ccc(C(C(=O)NC2CCCCC2)N(C(=O)c2csnn2)C2CC2)cc1 (configuration not stated),i,i,-4,i,-8,i,i,i,i,-4,i
Cc1ccc(/C=C/C(=O)O)cc1S(=O)(=O)N1CCCc2ccccc21,i,i,1,i,-17,i,i,i,i,-13,i
Cc1ccccc1NS(=O)(=O)c1cc(C(=O)NCc2ccncc2)ccc1Cl,i,i,-5,i,-8,i,i,i,i,-1,i
CCc1cc(C(=O)N2CCN(c3ccccn3)CC2)sc1C,i,i,1,i,-20,i,i,i,i,4,i
O=C(c1nc2nc(-c3ccc(Cl)cc3)cc(C(F)(F)F)n2n1)N1CCOCC1,i,i,-10,i,-12,i,i,i,i,-18,i
CCOC(=O)N1CCN(CC(O)COc2ccc(CC)cc2)CC1 (configuration not stated),i,i,3,x,-4,i,i,i,i,-5,i
CC(C)Oc1ccc(S(=O)(=O)N2CCCCC2)cc1NC(=O)C1CCC1,i,i,16,i,-16,i,i,i,i,-8,i
CCc1ccc2[nH]c(=O)c(CN(CCO)C(=O)NCc3ccccc3)cc2c1,i,i,0,i,-11,i,i,i,i,-3,i
Cc1ccc(N2CSC3=C(C#N)C(c4cccs4)CC(=O)N3C2)cc1 (configuration not stated),i,i,10,i,-7,i,i,i,i,11,i
O=C(/C=C/c1ccccc1)Nc1ccc(N2CCCCC2)cc1,i,i,2,i,-8,i,i,i,i,0,i
COc1ccc(OC)c(S(=O)(=O)N2Cc3ccccc3CC2C(=O)Nc2nccs2)c1 (configuration not stated),i,i,2,i,-2,i,i,i,i,x,i
Cc1nnc(SCC(=O)NC2CCCCCC2)n1C,i,i,-8,i,0,i,i,i,i,-5,i
Cc1ccc2oc(C(Cl)(Cl)Cl)cc(=O)c2c1,i,i,5,i,-3,i,i,i,i,1,i
Cc1occc1-c1nnc(SCC(=O)NC(C)(C)C)n1CC(C)C,i,i,3,i,-4,i,i,i,i,-10,i
COc1cccc(C(C#N)N2CCOCC2)c1 (configuration not stated),i,i,-4,i,0,i,i,i,i,-3,i
CCOc1ccc2[nH]cc(S(=O)(=O)c3ccc(C)cc3)c(=O)c2c1,i,i,0,i,-10,i,i,i,i,-4,i
Cc1cc[n+](-c2[nH]c(=O)sc2/C=N/NC(=O)c2ccccc2[O-])cc1C,i,i,16,i,-7,i,i,i,i,-2,i
O=C(COC(=O)CCNS(=O)(=O)c1ccc(Cl)cc1)NCc1ccco1,i,i,-1,i,2,i,i,i,i,-4,i
Cc1nc(NC(=O)CSc2nnc(-c3ccccc3)c(-c3ccccc3)n2)c(Cl)cc1Cl,i,i,5,i,-9,i,i,-7.2*,i,22,i
Cc1ccc(S(=O)(=O)NNC(=O)C(=O)NNS(=O)(=O)c2ccc(C)cc2)cc1,i,i,-5,i,-1,i,i,i,i,-5,i
O=C1CCCN2N=C(SCC(=O)Nc3ccc(Cl)cc3)SC2=N1,i,i,6,i,-7,i,i,i,i,-2,i
CC1Cc2cc(S(=O)(=O)N3CCC(C(=O)Nc4ccccn4)CC3)ccc2N1C(=O)C1CCC1 (configuration not stated),i,i,-2,i,-11,i,i,i,i,3,i
O=C(Nc1cccc(O)c1)c1cccc(NC(=O)c2cccs2)c1,i,-8*,2,i,-25,-13*,i,i,i,-7,i
CCN1CCCC1CNC(=O)CCc1nc(-c2ccc(C)cc2)no1 (configuration not stated),i,i,-3,i,-4,i,i,i,i,x,i
Cc1ccc(S(=O)(=O)NCc2ccc(C(=O)N3CCCC3)cc2)cc1,i,i,7,i,-8,i,i,i,i,1,i
Cc1ccc(C)c(C(=O)C(C)Sc2nc3nn(-c4ccccc4)c(=O)c-3c3n2CCCCC3)c1 (configuration not stated),i,i,1,i,-13,i,i,i,i,16,i
COC(=O)N/N=C\c1cccc(OC(=O)c2cccs2)c1,i,i,-5,i,-1,i,i,i,i,-3,i
COC(=O)C(C)Oc1ccc2c(-c3cccc([N+](=O)[O-])c3)cc(=O)oc2c1 (configuration not stated),i,i,-6,i,-7,i,i,i,i,1,i
COc1ccc(CN(CC(=O)NC(C)C)C(=O)CCC(=O)Nc2nccs2)cc1,i,i,-7,i,-11,i,i,i,i,0,i
O=C1CCC(=O)N1CC(O)COc1ccccc1 (configuration not stated),i,i,-1,i,-1,i,i,i,i,-4,i
COc1ccc(NC(=O)CSc2nc(O)cc(=O)n2-c2ccccc2OC)cc1,i,i,-1,i,-8,i,i,i,i,87*,i
Cn1cccc1C(=O)/C(C#N)=C/c1ccc(F)cc1,i,i,-4,i,-9,i,i,i,i,-2,i
O=C(COc1ccc2ccccc2c1)Nc1ccncc1,25*,i,1,i,0,i,i,i,i,0,i
COc1ccc(Cl)cc1NC(=O)COC(=O)CCCN1C(=O)c2ccccc2C1=O,i,i,-6,i,-6,i,i,i,i,4,i
COc1ccc(NC(=O)C2CCC(CNc3c(N4CCCCC4)c(=O)c3=O)CC2)cc1OC (configuration not stated),i,i,3,i,-9,i,i,i,i,-1,i
O=C(NNC(=O)c1cccs1)c1ccco1,i,i,-1,i,-6,i,i,i,i,1,i
CC(=O)Nc1nc(C)c(CCC2OCCO2)c(=O)[nH]1,i,i,2,i,-4,i,i,i,i,-4,i
COc1ccc2c(C(=O)CN3CCN(CCO)CC3)c[nH]c2c1,i,i,3,i,-14,i,i,i,i,3,i
Cc1ccc(-c2nn3c(C)nnc3c3ccccc23)cc1S(=O)(=O)NC(C)(C)CO,i,i,-2,i,-10,i,i,i,i,-10,i
CCOC(=O)N1CCC(NC(=O)C2CCCN(Cc3nc(-c4cccc(C)c4)oc3C)C2)CC1 (configuration not stated),25*,i,2,i,-8,i,i,i,i,-3,i
Cc1cc(=O)oc2cc(OC(C)C)ccc12,i,i,-29,i,-13,i,i,i,i,-5,i
CCCCNC(=O)OC(C)CNC(=O)OC (configuration not stated),i,i,-12,i,-3,i,i,i,i,3,i
CCCCN(C(=O)c1cc(S(=O)(=O)N2CCCCCC2)ccc1OC)c1c(N)n(CCC)c(=O)[nH]c1=O,i,i,0,i,-7,i,i,i,i,5,i
Cc1ccc(OCCCn2c(=O)sc3ccccc32)cc1,i,i,4,i,-8,i,i,i,i,11,i
O=C(CN1c2ccccc2Sc2ccccc21)NNC(=S)Nc1ccc(Cl)cc1,i,i,-3,i,-14,i,i,i,i,89*,i
Cc1cccc(C(=O)N2CCN(c3ccc(N4CCOCC4)nn3)CC2)c1,i,i,x,i,-11,i,i,i,i,-4,i
COc1ccc(C(CNC(=O)CNC(=O)c2ccccc2Cl)N2CCCC2)cc1 (configuration not stated),i,i,-1,i,-9,i,i,i,i,5,i
CN(C)CCCNC(=O)/C=C/c1ccc2c(c1)OCO2,i,i,4,i,-7,i,i,i,i,-12,i
Cn1c(=O)c2c(nc(N3CCN(C(=O)c4ccco4)CC3)n2CCSc2ncccn2)n(C)c1=O,i,i,4,i,-10,i,i,i,i,-3,i
CSc1n[nH]c(-c2sccc2OCc2ccc(C)cc2)n1,i,i,2,i,-10,i,i,i,i,-1,i
CCNC(=S)N(CCc1c(C)[nH]c2ccc(Cl)cc12)Cc1cccnc1,i,i,x,i,-11,i,i,i,i,15,i
O=C(COC(=O)C1CCN(c2ccc(C(F)(F)F)cn2)CC1)Nc1ccc(Cl)cc1,i,i,u,i,-16,i,i,i,i,14,i
Cn1c(=O)n(CC(N)=O)c(=O)c2c1nc1n2CCCN1Cc1ccccc1,i,i,-3,i,-3,i,i,i,i,6,i
O=C(C[n+]1cc(-c2ccc(Cl)cc2)n2c1CCC2)Nc1nc(-c2ccccc2)cs1,i,i,-1,i,-1,i,i,i,i,11,i
Cc1ccc(NC(=O)COc2ccc(C(=O)c3ccccc3)cc2)c(O)c1,i,i,-7,i,-7,i,i,i,i,11,i
O=c1c2[nH]c3ccccc3c2ncn1CCN1CCOCC1,i,i,-2,i,-11,i,i,i,i,-8,i
COc1ccc(OC)c(NC(=O)CSc2nnc(CNC(=O)c3cccs3)o2)c1,i,i,-3,i,-9,i,i,i,i,-5,i
CCN(CC)S(=O)(=O)c1ccc(OC)c(NC(=S)Nc2cccc(C)c2)c1,i,i,8,x,-1,x,i,i,i,-3,i

Other compounds:
canonical_smiles,ANO1 block,KCNK9 inh,HDAC3 inhib,TMEM16A act,hERG protect,KCNK3 block,KCNQ1 inh,RGS4 pot,RGS4 block,SKKanGAS inh,KCNQ1 pot
CCCN=C(N)/C(C(=O)OCC)=C(\O)c1ccc(OC)cc1,i,i,3,i,-8,i,i,i,i,10,i
CC(C)CNC(=S)N1CCN(c2nc3ccccc3s2)CC1,i,i,1,i,-1,i,i,i,i,0,i
COc1cccc(C(=O)NC2CC3CCCC(C2)N3CC(=O)Nc2ccccc2)c1 (configuration not stated),i,i,6,i,-8,i,i,i,i,-1,i
COc1cc(NC(=O)c2ccccc2)c(OC)cc1NC(=O)Cc1ccc(C)cc1,i,i,1,i,-8,i,i,i,i,10,i
Cc1nc2ccc(NC(=O)c3ccco3)cc2nc1C,i,i,-14,i,-18,i,i,i,i,3,i
COc1ccc2c(c1)NC(C)(C)C=C2C,i,i,5,i,-7,i,i,i,i,36,i
N#CC1=C(N)Oc2c(O)cc3ccccc3c2C1c1ccsc1 (configuration not stated),i,i,5,i,-11,i,i,i,14*,0,i
Cc1ccc(N2NC(=O)/C(=C/c3ccc(-c4ccc(Cl)c(C(=O)O)c4)o3)C2=O)cc1,i,i,4,i,-18,i,i,i,i,-5,i
Cc1ccc(-c2cc(C(F)F)n3ncc(C(=O)N4CCCCC4c4cccnc4)c3n2)cc1 (configuration not stated),i,i,2,i,-11,i,i,i,i,4,i
Cc1cc2[nH]c(=O)c(=O)[nH]c2cc1S(=O)(=O)NCc1ccc(Cl)cc1,i,i,-22,i,-6,i,i,i,i,-3,i

No enrichment for hits. Share with any hit: about 6.3%.
